Source: PubChem BioAssay
Vif-APOBEC3F blk – Vif-A3F binding inhibition; HeLa A3F-eYFP + Vif (tagged APOBEC3F with the HIV-1 protein that degrades it), YFP fluorescence increase; Potency, µM (top dose mostly 46.1 µM), without a hit: at the highest dose activity, negative = active; 0.2% of 390,000 active; further: potency means the concentration at half of the fitted maximal effect; % of control where 0% means no effect; nearly all actives have a fitted effect of over 65% in size
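HeLa cells stably expressing Vif plus C-terminally eYFP-tagged A3F were seeded, incubated overnight at 37 deg C, dosed with compound, incubated overnight again at 37 deg C. Yellow fluorescence (Ex 488/Em 500-530) reported blocked Vif-mediated A3F-eYFP degradation.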
USP1 inh – USP1/UAF1 (human) deubiquitinase inhibition. O94782. recombinant USP1/UAF1, Ub-Rhodamine cleavage fluorescence. Potency, µM (doses to about 57.1 µM), for inactives: at the highest dose activity change, negative = inhibition, usual class: inhibitors. 0.23% of 390,000 active. AID 743255; further: potency means the concentration at half of the fitted maximal effect; on the % scale 0 is the no-effect control and ±100 the full control effect; nearly all actives have a fitted effect of over 60% in size; inactives centre near -12
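USP1/UAF1 complex (1 nM) preincubated 15 min at room temperature with compound, then Ub-Rho substrate (150 nM final) added. Kinetic fluorescence at 480/540 nm over 6 reads at 60 s intervals; 50 mM HEPES pH 7.8, 0.5 mM EDTA, 0.1 mg/ml BSA, 1 mM TCEP, 0.01% Tween-20.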
mIDH1 inhibitor – inhibitors of human mutant IDH1 R132H. O75874. IDH1-R132H enzyme, NADPH consumption, diaphorase/resazurin fluorescence. Potency, µM (series often up to 76.6 µM), for inactives: at the top dose activity change, negative = inhibition, usual class: inhibitors. 0.093% of 390,000 active. AID 602179; further: potency means the concentration at half of the fitted maximal effect; on the % scale 0 is the no-effect control and ±100 the full control effect; nearly all actives have a fitted effect of over 65% in size
Target sequence (O75874 whole entry R132H, stated change not applied): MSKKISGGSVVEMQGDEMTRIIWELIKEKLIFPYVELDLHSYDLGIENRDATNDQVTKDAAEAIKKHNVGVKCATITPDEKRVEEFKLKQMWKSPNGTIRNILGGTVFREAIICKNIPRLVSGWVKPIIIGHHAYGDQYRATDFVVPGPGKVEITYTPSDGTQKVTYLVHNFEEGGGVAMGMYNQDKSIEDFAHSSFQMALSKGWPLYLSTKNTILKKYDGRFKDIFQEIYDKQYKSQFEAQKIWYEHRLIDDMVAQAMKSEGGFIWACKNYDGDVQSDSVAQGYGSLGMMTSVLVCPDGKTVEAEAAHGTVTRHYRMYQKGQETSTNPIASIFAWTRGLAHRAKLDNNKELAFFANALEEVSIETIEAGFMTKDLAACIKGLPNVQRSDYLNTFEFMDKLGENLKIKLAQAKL
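IDH1-R132H (0.5 ug/mL) preincubated 30 min with compound, then NADPH (0.016 mM) and alpha-KG (2 mM) added; 80 min at RT, pH 7.5. Remaining NADPH coupled via diaphorase/resazurin to fluorescence (540/590 nm); concentration-response curves normalized to no-enzyme control.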
RXFP1 agonist – activates the human relaxin receptor RXFP1; Q9HBX9; HEK293T-RXFP1 cAMP TR-FRET, 30 min; response scale: percent of porcine relaxin response, buffer zero; Potency, µM (series often up to 57.5 µM), for inactives: at the highest dose activation, most hits filed as activators; 0.3% of 370,000 active; AID 2676; further: potency means the concentration at half of the fitted maximal effect; on the % scale 0 is the no-effect control and ±100 the full control effect; nearly all actives have a fitted effect of over 60% in size; many of its hits are not listed in these tables
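HEK293 cells stably expressing RXFP1, treated 30 min at 37C with compounds plus PDE4 inhibitor Ro 20174; cAMP measured by HTRF TR-FRET. Normalized to buffer and 29 nM porcine relaxin; EC50 by Hill fit.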
GRP78 ERSR act – ER stress response induction in glioma. Potency, µM, inactives show top-dose activation, hits mostly activators. AID 602332. U87-MG GRP78 promoter luciferase reporter, 16 h. 0.02% of 420,000 active; further: potency means the concentration at half of the fitted maximal effect; series mostly up to about 76 µM; % of control where 0% means no effect; nearly all actives have a fitted effect of over 35% in size
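Stably transfected U87-MG human glioma cells carrying a GRP78-based luminescent sensor were seeded at 1000 cells/well, pin-dosed with compounds and incubated 16 h. Luciferase reagent was then added, and end-point luminescence was read after 10 min at room temperature.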
LDHA inh – blocks human lactate dehydrogenase A. 0.15% of 480,000 active. purified LDHA, NADH/diaphorase-resazurin fluorescence; stronger effect = lower value. activity change, % (values are at about 110 or 230 µM); in the data active means activity change below about -30%; inconclusive means mostly about -25% to -30%;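 further: plate controls were DMSO wells for no effect and wells without enzyme for full effect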
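Human LDH5 (2 nM) was incubated with 0.06 mM NADH and 0.2 mM pyruvate for 5 min at room temperature in Tris pH 7.4. Remaining NADH was coupled through diaphorase/resazurin, and resorufin fluorescence was read at 0 and 20 min.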
PI4K2A inh – blocks human PI4K2A kinase activity; purified PI4K2A, ADP-Glo luminescence, 1 h; stronger effect = lower value; 0.13% of 420,000 active; activity change, negative = inhibition, % at 76.9 µM; AID 1346378; Q9BTU6; in the data active means activity change below about -50%; inconclusive means mostly about -30% to -49%;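 further: -100% = wells without enzyme as full effect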
Target sequence (Q9BTU6 whole entry, looked up): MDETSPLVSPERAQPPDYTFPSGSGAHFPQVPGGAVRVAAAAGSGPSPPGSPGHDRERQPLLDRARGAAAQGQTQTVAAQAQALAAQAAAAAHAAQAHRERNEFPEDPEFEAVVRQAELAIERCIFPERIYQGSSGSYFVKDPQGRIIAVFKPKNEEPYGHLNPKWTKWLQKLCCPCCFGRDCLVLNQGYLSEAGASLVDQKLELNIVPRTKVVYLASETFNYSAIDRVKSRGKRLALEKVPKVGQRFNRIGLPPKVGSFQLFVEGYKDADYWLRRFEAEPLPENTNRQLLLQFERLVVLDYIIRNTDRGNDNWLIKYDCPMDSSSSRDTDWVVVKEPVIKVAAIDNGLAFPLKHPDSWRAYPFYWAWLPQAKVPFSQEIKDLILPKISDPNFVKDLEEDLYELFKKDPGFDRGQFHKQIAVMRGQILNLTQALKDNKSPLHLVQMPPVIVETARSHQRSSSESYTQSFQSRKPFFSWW
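ADP-Glo luminescence measured ADP generated by PI4K2A enzyme (4 ug/mL before mixing) with 1.2 mM PI substrate (pre-mix) and 300 microM ATP (pre-mix). Tris pH7.5 buffer with MgCl2, Triton X-100; 1 h reaction at ambient temperature.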
TrxR1 substrate – substrates of rat thioredoxin reductase 1; O89049; purified TrxR1 substrate turnover, NADPH consumption readout; Potency, µM (highest dose often 114 µM), without a hit: at the highest dose activity change, negative = substrate turnover; 0.01% of 390,000 active; further: potency means the concentration at half of the fitted maximal effect; on the % scale 0 is the no-effect control and ±100 the full control effect; nearly all actives have a fitted effect of over 50% in size
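Rat TrxR1, dispensed at 90 nM, was prereduced with 400 uM NADPH (final) for 5 min at ~22 deg C, then incubated with compound 15 min before 400 uM selenite. A first-read NADPH fluorescence drop versus no-compound background flagged substrates.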
Vif-A3G inh – inhibitors of Vif-APOBEC3G interaction; 0.076% of 410,000 active; Q9HC16; HeLa A3G-eYFP + Vif (tagged APOBEC3G with the HIV-1 protein that degrades it), YFP fluorescence, overnight; Potency, µM (top dose mostly 46.1 µM), inactives show at the highest dose activity, negative = active, usual class: inhibitors;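 further: potency means the concentration at half of the fitted maximal effect; on the % scale 0 is the no-effect control and ±100 the full control effect; nearly all actives have a fitted effect of over 60% in size; hits raise eYFP signal because A3G escapes Vif-driven loss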
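HeLa cells stably expressing Vif and C-terminally eYFP-tagged A3G, seeded overnight at 37 deg C, then exposed to compound by pintool overnight at 37 deg C. Rise in yellow fluorescence (Ex 488/Em 500-530, Acumen) marks blocked Vif-driven A3G degradation.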
Active calls of the source: *; ? = inconclusive; nt = not tested or not shown; & = joins results of further samples; [ ] = another dose, or the depositor's remark. Unless noted, the call rests on the fitted dose curve; in most records, active means well fitted curve in the direction sought with a large enough effect; inconclusive means small, poorly fitted or top-dose-only effect, or another doubt; inactive means no such curve, though single readings can be large; an effect the other way counts as inactive or inconclusive. This is a subset, so the mix of outcomes need not match the whole.

structure	Vif-APOBEC3F blk	USP1 inh	mIDH1 inhibitor	RXFP1 agonist	GRP78 ERSR act	LDHA inh	PI4K2A inh	TrxR1 substrate	Vif-A3G inh
CCc1ccc(OCC(O)CNC(C)(C)C)cc1 (configuration not stated)	-8%	-7%	-4%	-0.9%	-3%	-6	8	5%	4%
COc1ccc(-c2cn(Cc3ccc(C(N)=O)cc3)c(-c3ccc(Cl)nc3)n2)cc1	-7%	21%	3%	-0.6%	6%	-10	-1	11%[57.1 µM]	-1%
COc1cccc2sc(=NC(=O)c3ccc(S(=O)(=O)N4CCCCC4)cc3)n(C)c12	0%	-5%	17%	20%	0%	-11	1	6%[11.4 µM]	-2%
FC(F)(F)c1nc(Sc2ncccc2C(F)(F)F)n[nH]1	8%	-5%	8%	7.3%	4%	-10	3	-5%	5%
Cc1cccc(N(CC(=O)NCCSCc2ccccc2)S(C)(=O)=O)c1C	15%	-23%	1%	3.1%	-5%	-3	0	7%	1%
O=C(NCC1CCCO1)C(=O)N/N=C\c1ccc2c(c1)OCO2 (configuration not stated)	1%	-15%	-4%	2.6%	4%	-1	1	-13%	1%
CC(c1nnc(SCC(=O)Nc2ccc3[nH]c(=O)[nH]c3c2)n1Cc1ccccc1)N(C)C (configuration not stated)	-12%	-12%	-2%	0.9%	-5%	-3	5	1%	2%
Cc1ccc(S(=O)(=O)N2CCN(C3CC4CCC3C4)CC2)cc1 (configuration not stated)	-6%	-8%	-3%	6.8%	0%	?	0	2%	1%
O=C1C=C(NCc2ccccc2)CCC1	6%	-18%	4%	2.0%	-4%	-2	-5	-3%	-1%
Cc1ccc(C(=O)NN=C2CCCC2)cc1C	17%	-17%	1%	nt	-3%	-8	3	5%	?
O=C(c1ccccc1)c1ccc(OCC(O)CNCc2ccc(Cl)cc2)cc1 (configuration not stated)	-10%	-6%	-6%	-0.2%	-7%	-7	3	-3%	-10%
CN(C)CC[C@@H](c1ccc(Br)cc1)c1ccccn1	2%	-18%	0%	nt	-1%&-5%&-5%	-5	2&-4&2	10%[57.1 µM]	-4%
CCOC(=O)c1c(CSc2ccc(C)cc2)oc2ccc(O)cc12	-9%	-11%	-5%	5.0%	-8%	-7	-1	-2%	-8%
CCOC(=O)CN1C(=O)C(O)(CC(=O)c2ccc3c(c2)CCCC3)c2ccccc21 (configuration not stated)	0%	-14%	11%	0.3%	1%	5	-8	1%	-15%
Cc1cc(C)c2c(n1)nn1c(NCCN3CCOCC3)cc(C)nc21	-1%	-14%	-5%	4.3%	1%	0	1	374%[activator]	-1%
CC(C)(O)[C@@H]1[C@@H]2C[C@@]3(CC[C@]4(C)C(CCC5[C@@]6(C)CC[C@H](O)C(C)(C)C6CC[C@]54C)[C@@H]13)C(=O)O2 (some centres not stated)	-1%	-15%	-10%	nt	-1%	-11	1	4%	-1%
CCOC(=O)CSc1nc2cc3c(cc2cc1CC)OCCO3	-21%	-26%	9%	2.6%	0%	13	-3	12%	-3%
C(#CSCc1ccccc1)SCc1ccccc1	-8%	-22%	1%	nt	1%	-2	-3	nt	0%
O=C(c1ccc(Cn2c(=O)[nH]c3ccccc3c2=O)cc1)N1CCN(c2ccccn2)CC1	-5%	-21%	6%	5.4%	-3%	-3	3	-7%	-3%
CN(C)c1ccc(NC(=S)Nc2ccc3c(c2)c(=O)n(C)n3-c2ccc(C(C)(C)C)cc2)cc1	nt	nt	nt	nt	2%	9	-26	nt	3%
CCCCN(C(=O)COC(=O)c1nc2nc(C)cc(C)n2n1)C1CCS(=O)(=O)C1 (configuration not stated)	-4%	-10%	-1%	-2.6%	0%	-13	2	5%	-4%
COc1ccc(Nc2nc3c(C)cccc3cc2C#N)cc1	?	-32%	8%	9.2%	-2%	-8	-4	11%[57.1 µM]	-4%
O=c1c2cnn(-c3ccccc3Cl)c2ncn1Cc1cccnc1	-4%	-5%	-6%	3.0%	-5%	7	-3	-9%	1%
CCn1c(=O)c2cc(C(=O)NCCc3cc(OC)ccc3OC)sc2c2ccccc21	-5%	?	-2%	1.7%	-2%	3	1	9%	-6%
Cn1c(SCC(=O)NN2C(=O)NC(C)(c3ccccc3)C2=O)nnc1-c1ccncc1 (configuration not stated)	4%	-6%	6%	nt	-4%	-4	-7	7%	-6%
O=C(NCCCN1CCOCC1)c1ccc(NC(=O)C2COc3ccccc3O2)cc1 (configuration not stated)	-34%	-24%	0%	-0.3%	-4%	-5	2	5%	13%
Cc1cccc(OCCOC(=O)C2CCN(S(=O)(=O)c3cccs3)CC2)c1	-3%	-6%	1%	-0.9%	-3%	-7	-6	-2%	-2%
CCOc1cc(S(=O)(=O)N2CCCCC2)ccc1F	2%	-2%	5%	-1.0%	-5%	4	5	-2%	0%
COc1ccc(-c2cc(C(=O)Nc3cnn(Cc4ccc(F)cc4)c3)no2)cc1OC	-10%	-25%	-20%	2.9%	-3%	-11	1	9%	-4%
COC(=O)CN1C(=O)Nc2ccc(C)cc2C1c1ccccc1 (configuration not stated)	9%	-22%	10%	1.1%	-7%	0	3	0%	0%

A few values from the entries so far:
Result for Cc1cccc(OCCOC(=O)C2CCN(S(=O)(=O)c3cccs3)CC2)c1 in Vif-A3G inh: -2%
Result for COc1ccc(Nc2nc3c(C)cccc3cc2C#N)cc1 in RXFP1 agonist: 9.2%

(cont.)
structure	Vif-APOBEC3F blk	USP1 inh	mIDH1 inhibitor	RXFP1 agonist	GRP78 ERSR act	LDHA inh	PI4K2A inh	TrxR1 substrate	Vif-A3G inh
NC(=O)c1ccsc1NC(=O)COC(=O)Cc1c[nH]c2ccccc12	-8%	-25%	2%	0.5%	-4%	-4	-3	5%	-5%
COc1cccc(-n2nnnc2SCC(=O)Nc2cccc(C)n2)c1	1%	5%	0%	-1.4%	-3%	5	0	1%	2%
CCOC(=O)c1cnc2ccc(OC)cc2c1Nc1cccc(C(C)=O)c1	-8%	1%	-2%	0.4%	0%	-1	1	-4%	1%
COCCNC(=O)c1ccc(CN2CCC(Cc3ccccc3)CC2)cc1	4%	-7%	3%	0.3%	-5%	0	-3	2%[57.1 µM]	3%
Cc1ccc(-c2csc(NCCn3c(-c4ccncc4)nc4ccccc43)n2)cc1	10%	-26%	0%	3.3%	-2%	0	2	4%	1%
CCOc1ccc(C2CC(=O)c3c([nH]c(C(=O)OCc4ccccc4)c3C)C2)cc1 (configuration not stated)	-22%	-14%	-22%	3.4%	2%	-3	-2	3%	2%
COc1cc(C)c(Cl)cc1S(=O)(=O)N1CCCC1	13%	-15%	3%	2.0%	-5%	-15	-2	-1%[57.1 µM]	-1%
COc1ccccc1Nc1ccc(N)cc1	-8%	-9%	2%	-0.6%	-1%	6	-13	-1%[57.1 µM]	2%
CCn1c(C(=O)O)c(CC(=O)N(C)c2ccc(OC)cc2OC)c2ccccc21	-7%	-6%	-2%	3.8%	-1%	-2	4	-5%	-1%
O=C(Nc1ccncc1)c1cc(F)cc(F)c1	-8%	4%	13%	0.8%	-1%	-5	0	-5%	5%
Cc1ccc(C(=O)OCC(=O)Nc2ccc(Cl)cn2)cc1S(=O)(=O)N1CCOCC1	2%	-17%	11%	0.4%	-3%	-5	4	-6%	-3%
Fc1cc(F)c2nc(Nc3nc4c(F)cccc4s3)sc2c1	-11%	-23%	2%	1.3%	1%	-9	-5	33%[activator]	-6%
CCC(C)[C@H](NC(=O)N1CC(=O)Nc2ccccc21)C(=O)N1CCC[C@H]1C(=O)O (some centres not stated)	-6%	-20%	4%	1.8%	-2%	3	2	11%	1%
COc1ccccc1OCc1ccc(C(=O)Nc2ccccc2F)cc1	-2%	-18%	5%	4.8%	1%	-7	-1	1%	0%
CC1=C(C(=O)Nc2ccccc2)C(c2ccc(N(C)C)cc2)NC(=O)N1 (configuration not stated)	-7%	1%	0%	-0.2%	-4%	0	0	6%[57.1 µM]	0%
O=C1Nc2ccccc2SC(c2ccccc2)C1O (configuration not stated)	2%	0%	6%	0.5%	-3%	1	-13	-6%	0%
